TNAP inh hiacc: TNAP (human) inhibition, high acceptor; P05186; purified TNAP, CDP-star luminescence, 1 M DEA; inhibition, % at 20 µM; 200,000 compounds, 0.03% hits; AID 1135;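 active = over 50% inhibition of tissue-nonspecific alkaline phosphatase at 20 µM in the single-dose screen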;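 also: plate controls were DMSO wells for no effect and EDTA-quenched wells as full inhibition for full effect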
Target sequence (P05186 whole entry, looked up): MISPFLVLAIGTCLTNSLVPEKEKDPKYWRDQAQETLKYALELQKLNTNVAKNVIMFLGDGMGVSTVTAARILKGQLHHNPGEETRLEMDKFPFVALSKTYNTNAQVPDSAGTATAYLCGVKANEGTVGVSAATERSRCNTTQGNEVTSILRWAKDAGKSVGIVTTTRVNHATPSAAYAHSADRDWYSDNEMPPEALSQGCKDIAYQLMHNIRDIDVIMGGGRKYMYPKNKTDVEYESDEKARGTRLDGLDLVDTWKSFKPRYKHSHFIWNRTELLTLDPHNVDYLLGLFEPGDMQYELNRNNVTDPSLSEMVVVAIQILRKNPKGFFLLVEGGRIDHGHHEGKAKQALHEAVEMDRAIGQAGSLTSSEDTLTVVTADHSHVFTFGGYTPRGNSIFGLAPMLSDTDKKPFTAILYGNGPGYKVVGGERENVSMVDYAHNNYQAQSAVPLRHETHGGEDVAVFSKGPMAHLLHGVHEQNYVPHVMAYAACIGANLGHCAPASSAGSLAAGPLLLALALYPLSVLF
TNAP act hiacc: increases human TNAP activity under high phosphate acceptor concentration | 200,000 tested, under 10 active | P05186 | AID 1136 | activation factor at 20 µM | purified TNAP, CDP-star luminescence, 1 M DEA, 30 min; active compounds read high; 0 = EDTA background, 1 = DMSO-only activity;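 active = activation factor at least 2 at 20 µM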
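Control set: EDTA negative control, DMSO positive control / Assay system: human TNAP / Quantity: TNAP 1/800 final / Evaluation: TNAP activation factor scaled between EDTA and DMSO control wells / Measured by: luminescent substrate turnover signal / Compound dosing: one dose, 20 µM / Times: 30 min enzyme reaction at room temperature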
PMI activator: activators of human phosphomannose isomerase; 190,000 compounds, 0.005% hits; activation factor at 20 µM; AID 1214; purified human PMI, coupled resazurin fluorescence, 20 min; active compounds read high; 1 = vehicle control, 0 substrate-free wells; P34949;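 active = activation factor of 2 or more at 20 µM, relative to plate controls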
Target sequence (P34949 whole entry, looked up): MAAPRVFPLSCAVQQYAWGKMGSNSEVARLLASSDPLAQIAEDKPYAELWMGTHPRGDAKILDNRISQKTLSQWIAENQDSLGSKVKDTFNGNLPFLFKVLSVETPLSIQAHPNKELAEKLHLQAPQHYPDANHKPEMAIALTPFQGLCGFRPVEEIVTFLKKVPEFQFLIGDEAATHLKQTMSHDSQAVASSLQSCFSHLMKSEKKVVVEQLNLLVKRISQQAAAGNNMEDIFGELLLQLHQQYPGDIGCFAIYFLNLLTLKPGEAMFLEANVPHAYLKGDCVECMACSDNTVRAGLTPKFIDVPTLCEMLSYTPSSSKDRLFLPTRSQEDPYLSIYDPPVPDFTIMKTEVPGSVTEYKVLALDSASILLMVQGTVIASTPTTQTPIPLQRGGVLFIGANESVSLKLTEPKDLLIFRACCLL
PMI act hi M6P: increases human PMI activity with near-saturating mannose 6-phosphate; P34949; coupled PMI enzyme assay, resazurin fluorescence, 20 min; active compounds read high; 1 = untreated enzyme, 0 = substrate-free blank; activation factor at 20 µM; 190,000 compounds, 0.34% hits;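 active = activation factor of 2 or more at 20 µM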
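Test system: human phosphomannose isomerase with PGI, G6PDH, diaphorase coupling enzymes / Doses: 20 µM compound, 1% DMSO / Times: enzyme reaction with compound 20 min at room temperature / Measured by: Diaphorase-driven resazurin-to-resorufin fluorescence, excitation 544, emission 590 nm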
TNAP inh noacc: blocks human TNAP activity with no phosphate acceptor present; purified TNAP, CDP-star luminescence, 30 min; inhibition, % at 20 µM; 200,000 compounds, 0.26% hits;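 active = tissue-nonspecific alkaline phosphatase inhibition above about 50% at 20 µM in the single-dose screen, limit read from the data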;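 also: 0% = DMSO negative control and 100% = EDTA positive control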
bIAP activator: increases bovine intestinal alkaline phosphatase activity. 200,000 compounds, 0.17% hits. AID 1016. purified bovine IAP, CDP-star luminescence, 30 min; active compounds read high; fold of DMSO-control signal, blank-subtracted. activation factor at 20 µM;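 active = activation factor of 2 or more at 20 µM, a signal rise over negative controls twice the positive control's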
L major viab: reduces viability of Leishmania major promastigotes; resazurin fluorescence viability; inhibition, % at 10 µM; 200,000 compounds, 9% hits; AID 1063; in the data active = inhibition above about 50%;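 also: promastigotes grown with compound for 44 hours at 28 °C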
Diaph inh CS: inhibits diaphorase or chemically oxidizes, flagging diaphorase assay artifacts; inhibition, % at 20 µM; 190,000 compounds, 0.69% hits; diaphorase resazurin-to-resorufin fluorescence, NADH, 16 min; bacterial (C. kluyveri) enzyme, not human;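 active = primary screen inhibition at 20 µM above a set limit, cut at about 50% in these data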;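 also: plate controls were DMSO with full reaction for no effect and wells lacking NADH for full effect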
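Assay system: diaphorase enzyme from Clostridium kluyveri; Input: enzyme working solution with 0.14 U/mL diaphorase; Timing: 16 min at room temperature; Technique: resorufin fluorescence, excitation 544 nm, emission 590 nm; Benchmarks: positive control minus NADH, DMSO neutral control.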
bIAP inhibitor: intestinal alkaline phosphatase (bovine) inhibition; purified bovine IAP, CDP-star luminescence, 30 min; inhibition, % at 20 µM; 190,000 tested, under 10 active; AID 1019;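 active = over 50% inhibition of intestinal alkaline phosphatase at 20 µM in the single-dose screen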
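Assay system: bovine IAP enzyme; medium: DEA buffer 100 mM, pH 9.8, with MgCl2 1.0 mM, ZnCl2 0.02 mM; doses: 20 µM single dose; incubation: enzyme reaction for 30 min at room temperature; detection: CDP-star luminescence signal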
Diaphorase act: counter-screen for diaphorase-based assays: diaphorase activators and chemical reducers; Diaphorase/resazurin coupled assay, resorufin fluorescence, 16 min; active compounds read high; 1 = vehicle wells, 0 = NADH-free wells; activation factor at 20 µM; 190,000 compounds, 0.005% hits; AID 1229;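 active = diaphorase activity raised at least twofold by the compound at 20 µM; inactive = activation factor below 2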
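Material: Clostridium kluyveri diaphorase, purified enzyme; Quantity: enzyme 0.07 U/mL final; Medium: HEPES pH 7.4 buffer with MgCl2 and Tween 20; Dosing: single compound dose of 20 µM, 1% DMSO final; Schedule: 16 min reaction at room temperature; Measured by: red resorufin fluorescence at 544/590 nm excitation/emission.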
Starred values were filed as active, the others as inactive.

SMILES	TNAP inh hiacc	TNAP act hiacc	PMI activator	PMI act hi M6P	TNAP inh noacc	bIAP activator	L major viab	Diaph inh CS	bIAP inhibitor	Diaphorase act
O=C(N/N=C/c1cc(Br)ccc1O)C(=O)Nc1ccccc1OC(F)(F)C(F)F	4	1	1.1	1.1	16	1	99*	1	5	1
CCn1nc(C(=O)Nc2cccc(C(F)(F)F)c2)c(Cl)c1Cl	-2	1	0.9	1	-4	0.9	-2	6	10	0.9
Cn1c(/C=C/c2ccccc2)nc2ccccc21	-9	1.1	0.9	1	-10	0.9	12	16	15	0.8
O=Cc1ccc(Oc2ccc(F)cc2)nc1	-6	1.1	1	0.8	-15	1	-5	7	-3	0.9
O=C(NC(=S)Nc1ccc(CN2CCOCC2)cc1)c1cc2ccccc2o1	-3	1	1	1	1	0.9	0	-1	12	1
O=S(=O)(Nc1ccc2c(c1)OCCO2)c1ccc2oc3ccccc3c2c1	-5	1.1	0.8	0.8	-12	0.7	-1	35	31	0.6
Cc1ccsc1/C=N/Nc1nc2ccccc2[nH]1	1	1	1.1	1.1	-76	1.1	50	4	-5	1
O=C(NNC(=O)c1ccccc1[N+](=O)[O-])c1ccccn1	-5	1	0.8	0.9	-95	1.6	-5	37	-65	0.6
CCN1CCN(c2nc(S(=O)(=O)c3ccc(C)cc3)c(Cl)s2)CC1	-2	1	0.9	0.9	1	1.1	1	18	-9	0.8
COc1ccccc1N1CCN(C(=O)CN(c2cc(C)cc(C)c2)S(C)(=O)=O)CC1	-9	1.1	1	1	-2	1	2	8	0	0.9
COc1ccc(-c2cc(C(F)(F)F)nc(N3CCCCCC3)n2)cc1	-2	1	0.8	0.9	-4	0.8	-1	8	15	0.9
CC(C)CC1=NN2C(=N)/C(=C\c3coc4ccccc4c3=O)C(=O)N=C2S1	4	1	1.5	1.4	14	0.9	-11	10	8	0.9
CCCCN(C(=O)CSc1nncn1-c1ccccc1)c1c(N)n(Cc2ccccc2)c(=O)[nH]c1=O	-6	1.1	1.1	1.2	-2	0.9	3	10	14	0.9
CC(C)C(c1nnnn1CC1CCCO1)N1CCN(Cc2ccc3c(c2)OCO3)CC1 (stereo unspecified)	2	1	0.8	0.9	-9	1	83*	16	4	0.8
Cc1ccc(S(=O)(=O)NNC(=O)C2CCN(S(=O)(=O)c3ccc(C)cc3)CC2)cc1	0	1	0.9	0.9	-7	1	0	4	-2	1
COc1cccc(-n2cc(C(=O)O)c3ccccc3c2=O)c1	-1	1	1	1	-7	1	-12	7	-3	0.9
CC(=O)c1ccc(NS(=O)(=O)c2ccc(CC(C)C)cc2)cc1	-2	1	0.9	0.9	-7	0.9	-5	16	10	0.8
COCCNC(=O)C(=O)c1cc(C)n(-c2ccc([N+](=O)[O-])cc2)c1C	-2	1	0.9	0.9	-3	0.9	3	8	12	0.9
O=C(NCc1ccccn1)Nc1ccc(Cl)c(Cl)c1	2	1	0.9	0.9	-2	0.9	0	14	8	0.9
Cc1ccc(C(C)C)c(OCc2nn(CC(=O)c3ccc(OC(F)F)cc3)c3[n+]2CCCCC3)c1	-2	1	1	0.9	5	1.2	99*	-65	-23	1.6
CCOC(=O)Nc1ccc2c(c1)N(C(=O)CCN(C)C)c1ccccc1S2	-4	1	0.9	1	-11	1	11	6	-5	0.9
CCn1c(SCc2c(F)cccc2Cl)nnc1-c1ccco1	-8	1.1	0.8	1	-16	0.9	9	13	11	0.9
CC1CN(Cc2ccccn2)CCC1=O (stereo unspecified)	1	1	1.2	1.1	-3	0.8	53*	9	18	0.9
CC(=O)Nc1nnc(SCc2ccc(C(=O)Nc3ccccc3F)cc2)s1	-6	1.1	0.9	0.9	-3	1	7	15	3	0.9
CC1(C)Cc2ccccc2C(=C(C#N)C#N)N1	2	1	1	1	4	1.1	50	0	-6	1

Some entries already given, limited to L major viab, bIAP inhibitor and Diaphorase act:
| canonical_smiles | L major viab | bIAP inhibitor | Diaphorase act |
| --- | --- | --- | --- |
| CCCCN(C(=O)CSc1nncn1-c1ccccc1)c1c(N)n(Cc2ccccc2)c(=O)[nH]c1=O | 3 | 14 | 0.9 |
| COc1ccccc1N1CCN(C(=O)CN(c2cc(C)cc(C)c2)S(C)(=O)=O)CC1 | 2 | 0 | 0.9 |
| O=C(NC(=S)Nc1ccc(CN2CCOCC2)cc1)c1cc2ccccc2o1 | 0 | 12 | 1 |
| CC(C)CC1=NN2C(=N)/C(=C\c3coc4ccccc4c3=O)C(=O)N=C2S1 | -11 | 8 | 0.9 |

(continued)
SMILES	TNAP inh hiacc	TNAP act hiacc	PMI activator	PMI act hi M6P	TNAP inh noacc	bIAP activator	L major viab	Diaph inh CS	bIAP inhibitor	Diaphorase act
Cc1ccc2[nH]c(=O)c(CN(CC3CCCO3)C(=O)c3ccncc3)cc2c1 (stereo unspecified)	-6	1.1	0.8	0.9	-14	0.9	70*	15	5	0.8
C/C(=N\NC(=O)c1cccnc1)c1cc2ccccc2o1	0	1	0.9	0.9	-53	1.4	10	5	-41	0.9
CCN1CCN(C(=O)c2ccc(CN(c3ccccc3)S(=O)(=O)c3ccccc3)cc2)CC1	-6	1.1	1	1	-6	0.7	80*	2	29	1
CCCCNc1c2c(nc3c(-c4ccccc4)c(C)nn13)CCC2	-8	1.1	0.9	0.9	-9	1	10	18	4	0.8
O=C1CN(c2nc(-c3cccnc3)nc3sc4c(c23)CCCC4)CCN1	-5	1	0.9	0.8	-8	1.1	31	19	-12	0.8
CCNC(=S)N(CCc1ccc(OC)c(OC)c1)Cc1cc2cc(OC)ccc2[nH]c1=O	-2	1	1	1	-4	1	0	14	-2	0.9
N#C/C(C(N)=O)=C1/CCc2ccccc2N1	-2	1	1.1	1.1	-14	0.9	2	-3	6	1
NC(=O)c1cccc2c(=O)oc3ccccc3c12	-5	1	0.8	0.9	-9	1	-8	20	5	0.8
COc1cccc(CN2CCN(CC(=O)Nc3ccccc3Cl)CC2)c1	-9	1.1	1	0.9	-5	1.1	10	15	-15	0.8
Cc1cc(C)n2c(SCC(=O)NCc3ccco3)nnc2n1	-7	1.1	1	1	-9	1	-6	21	4	0.8
COC(=O)c1ccc(C(=O)OC)c(NC(=S)N2CCOCC2)c1	1	1	0.9	0.9	-3	0.9	-2	14	9	0.9
O=C(NCc1cccnc1)c1cccc(S(=O)(=O)N2CCOCC2)c1	-7	1.1	1	1	-15	0.9	-3	15	7	0.9
COc1ccc(NC(=O)c2cn(-c3ccccc3)nc2-c2ccncc2)cc1	0	1	1	0.9	-7	1.1	27	1	-12	1
Cc1c(NC(=O)COc2cccc3c2OC(C)(C)C3)c(=O)n(-c2ccccc2)n1C	0	1	1	1.1	-8	0.9	-3	8	13	0.9
COc1ccc([N+](=O)[O-])cc1NC(=O)CSCc1ccccc1C	0	1	0.9	1	-10	1	19	17	4	0.8
CCOC(=O)c1c(-c2ccc(OC)cc2)csc1NC(=O)C1CCCO1 (stereo unspecified)	-3	1	0.5	0.8	1	1.1	52*	20	-9	0.8
CCCc1cc(-c2n[nH]c(=S)n2CC(C)C)cs1	2	1	0.9	0.9	37	0.9	-5	18	12	0.8
O=[N+]([O-])c1cc(-c2nnc(Nc3ccccc3)c3ccccc23)ccc1N1CCOCC1	10	0.9	0.9	1	14	1	37	12	-2	0.9
CCc1cc2c(=O)n(Cc3ccco3)c(SCC(=O)N(C)C3CCS(=O)(=O)C3)nc2s1 (stereo unspecified)	-1	1	1.1	1.1	-11	0.9	10	-10	6	1.1
C/C(=N\NC(=O)c1ccco1)c1ccc(NC(=O)c2cccs2)cc1	1	1	1	1	-4	0.9	4	5	6	0.9
CCOC(=O)N1CCN(C(=O)CCS(=O)(=O)c2ccc(Br)s2)CC1	-4	1	1.1	0.8	-18	1	-1	20	4	0.8
CC1CCC(n2c(=S)[nH]c3ccccc3c2=O)CC1 (stereo unspecified)	-4	1	0.9	0.9	-2	0.8	1	16	17	0.8
O=C(Nc1cnccn1)Nc1cccc(Cl)c1Cl	-5	1.1	1	1	-6	1	-11	-2	-4	1
Cc1cc(C(=O)OCC(=O)c2ccc(Br)s2)c(C)o1	-5	1.1	1	0.8	-12	0.7	-1	11	27	0.9
Nc1cc(Cl)ccc1N1CCCCC1	-5	1	0.9	0.8	-2	1	-4	20	2	0.8

(next part)
SMILES	TNAP inh hiacc	TNAP act hiacc	PMI activator	PMI act hi M6P	TNAP inh noacc	bIAP activator	L major viab	Diaph inh CS	bIAP inhibitor	Diaphorase act
O=C(CCC(=O)c1ccc(F)cc1)OC1CCOC1=O (stereo unspecified)	-4	1	1.1	1	-14	1	1	3	4	1
COc1cccc(/C=N/NC(N)=S)c1OS(=O)(=O)c1ccccc1	-3	1	1	1.1	-6	0.9	-1	11	8	0.9
O=C(CSc1nc(-c2ccccc2F)nc2nc[nH]c12)Nc1c(Cl)cc(Cl)cc1Cl	-2	1	0.9	1	-9	0.9	-6	7	7	0.9
N#Cc1cccc(NC(=O)CSc2nnc(-c3n[nH]c4ccccc34)o2)c1	-3	1	1	0.9	12	1	17	6	-5	0.9
CCCS(=O)(=O)N1CCN(c2cc3c(cc2[N+](=O)[O-])n(C)c(=O)n3C)CC1	4	1	1.1	0.9	8	1	0	3	-2	1
Cc1cc(N/C=C2\CCCCC2=O)no1	-1	1	1	1	-5	1	-5	4	0	1
CCCn1nnc(NC(=O)COc2ccc(C3CCCCC3)cc2)n1	-8	1.1	0.9	1	-5	1.1	2	17	-14	0.8
CC(C)C(NC(=O)c1ccc(Cl)cc1)C(=O)O (stereo unspecified)	-2	1	1.1	1.1	-8	0.9	27	5	8	0.9
CC(CCc1ccccc1)NC(=O)c1ccncc1 (stereo unspecified)	-6	1.1	0.9	0.9	-13	1	38	26	4	0.7
Cc1ccc(NC(=O)CSc2nccn2C)cc1S(=O)(=O)N1CCOCC1	0	1	0.9	1	-17	0.9	57*	11	15	0.9

Record cards, from the list above:
Profile of CC(CCc1ccccc1)NC(=O)c1ccncc1 (stereo unspecified) = TNAP inh hiacc: -6; TNAP act hiacc: 1.1; PMI activator: 0.9; PMI act hi M6P: 0.9; TNAP inh noacc: -13; bIAP activator: 1; L major viab: 38; Diaph inh CS: 26; bIAP inhibitor: 4; Diaphorase act: 0.7
Profile of CCCn1nnc(NC(=O)COc2ccc(C3CCCCC3)cc2)n1 = TNAP inh hiacc: -8; TNAP act hiacc: 1.1; PMI activator: 0.9; PMI act hi M6P: 1; TNAP inh noacc: -5; bIAP activator: 1.1; L major viab: 2; Diaph inh CS: 17; bIAP inhibitor: -14; Diaphorase act: 0.8

Source: PubChem
